High-throughput results: PubChem BioAssay, several laboratories
KKLEB cytotox = CF airway cell cytotoxicity counter-screen | KKLEB CF airway cells viability, ATPlite luminescence, overnight; active compounds read low; cells stimulated with P. aeruginosa culture filtrate | activity change (cytotoxicity), % at 5 µM | actives 0.36% (n = 360,000) | AID 602141;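 active = corrected activity change at or below -50% at 5 µM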
SRC2 inh = inhibits human steroid receptor coactivator 2 | Q15596 | HEK293 GAL4-SRC2 luciferase reporter, luminescence | inhibition, % at 9 µM | actives 0.17% (n = 370,000);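 active = inhibition above the mean inhibition of all tested compounds plus 3 SD, set per campaign, cut at about 52% in these data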;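 also: 0% = DMSO treated cells and 100% = cells given Gossypol at 36 µM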
NR2F2 inh = blocks human COUP-TFII nuclear receptor; HEK293T NGFI-A luciferase reporter, luminescence; inhibition, % at 8.6 µM; actives 0.7% (n = 370,000);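 active = inhibition above a per-plate cutoff, mean inhibition of test wells between control levels plus 3 SD, cut at about 38% in these data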;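 also: cells cotransfected with COUP-TFII expression vector driving the NGFI-A reporter; 0% = median of COUP-TF2 test wells and 100% = reporter-only cells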
TRAIL sens C8 = sensitizes caspase-8 expressing cells to TRAIL; NB7+C8 cells + TRAIL, ATPlite viability luminescence; inhibition (viability loss, TRAIL sensitization), % at 10 µM; actives 1% (n = 360,000);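 active = compounds causing at least 50% loss of cell viability in the single-dose screen, relative to plate controls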
TROY signal inh = blocks TROY-dependent signaling in reporter cells | actives 0.98% (n = 360,000) | Q293 LMP1-TROYcd NF-kB luciferase reporter, 4 h | AID 1347056 | inhibition, % at 10 µM;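 active = compounds whose plate-normalised and pattern-corrected inhibition of the luciferase reporter signal at the single screening dose is 50% or more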
TWEAK Fn14 block = inhibitors of TWEAK-Fn14 interaction signaling; TWEAK-stimulated Fn14 reporter cells, luciferase luminescence, 8 h; inhibition, % at 10 µM; actives 2% (n = 360,000); in the data active = inhibition above about 50%
NR5A2 inv ag = suppresses constitutive activity of human LRH-1; O00482; HEK293T StAR-luciferase reporter, LRH-1 transfected, 24 h; inhibition, % at 3.6 µM; actives 0.13% (n = 360,000);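 active = inhibition above the mean inhibition of all tested compounds plus 3 SD, cut at about 73% in these data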;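 also: 0% = DMSO wells and 100% = reporter-only cells lacking LRH-1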
SRC1 inh = human NCOA1 inhibition; HEK293 GAL4-SRC1 luciferase reporter, luminescence; inhibition, % at 3.6 µM; actives 0.12% (n = 360,000); AID 588354;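 active = inhibition above the campaign mean plus 3 SD, with each screening campaign given its own cutoff, cut at about 60% in these data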;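 also: 0% = DMSO treated cells and 100% = gossypol at 36 µM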
CF NFkB block = cystic fibrosis NF-kB activation inhibition. KKLEB NF-kB-GFP reporter, PAF-induced, GFP fluorescence overnight. inhibition, % at 5 µM. actives 0.86% (n = 360,000). AID 588850;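 active = at least 50% inhibition at 5 µM, scaled per plate between neutral and stimulator controls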;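 also: PAF is a Pseudomonas aeruginosa culture filtrate used as stimulus; plate controls were PAF-stimulated DMSO wells for no effect and unstimulated DMSO wells for full effect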
LMP1 NFkB inh = Epstein-Barr LMP1 NF-kappaB reporter inhibition | LMP1-induced NF-kappaB luciferase reporter cells, luminescence | inhibition, % at 12.5 µM | actives 0.69% (n = 350,000) | AID 504558; in the data active = inhibition above about 41%;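 also: 0% = neutral control wells and 100% = reference inhibitor control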
SRC3 inh = human NCOA3 inhibition | Q9Y6Q9 | HEK293 GAL4-SRC3 luciferase reporter, luminescence | inhibition, % at 3.6 µM | actives 0.17% (n = 360,000) | AID 588352;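 active = inhibition above a per-campaign cutoff, the mean of all compounds plus 3 SD, cut at about 60% in these data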;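 also: 0% = DMSO-treated cells and 100% = gossypol-treated cells at 36 µM; higher means less SRC3-driven luciferase light from the GAL4 reporter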
* hit, by the source's call.

Screening CC(C)(C)NC(=O)CSC(=Nc1ccccc1F)NC#N returned KKLEB cytotox 20, SRC2 inh -48, NR2F2 inh -5, TRAIL sens C8 -12, TROY signal inh -11, TWEAK Fn14 block -2, NR5A2 inv ag -47, SRC1 inh -36, CF NFkB block -4, LMP1 NFkB inh -8 and SRC3 inh -47.
Screening NNC(=O)c1csc(COc2cc(Cl)cc(Cl)c2)n1 returned KKLEB cytotox -6, SRC2 inh -8, NR2F2 inh 11, TRAIL sens C8 -36, TROY signal inh 6, TWEAK Fn14 block -17, NR5A2 inv ag 1, SRC1 inh -8, CF NFkB block -15, LMP1 NFkB inh 5 and SRC3 inh 10.
For Cc1nn(CC(=O)Nc2ccc3c(c2)oc2ccccc23)c(=O)c2ccccc12 the results were KKLEB cytotox -6, SRC2 inh -2, NR2F2 inh 0, TRAIL sens C8 -17, TROY signal inh -4, TWEAK Fn14 block -7, NR5A2 inv ag -7, SRC1 inh 7, CF NFkB block -3, LMP1 NFkB inh 18 and SRC3 inh 12.
`CCOc1cccc(NC(=O)CSc2nc(C)c3c(c2C#N)CCCC3)c1` gave KKLEB cytotox 10, SRC2 inh 7, NR2F2 inh -4, TRAIL sens C8 -6, TROY signal inh -2, TWEAK Fn14 block 4, NR5A2 inv ag 8, SRC1 inh -22, CF NFkB block 8, LMP1 NFkB inh -10 and SRC3 inh -10.
For N#CCN1CCN(CC(=O)Nc2cccc3ccccc23)CC1 the results were KKLEB cytotox 1, SRC2 inh 21, NR2F2 inh -9, TRAIL sens C8 1, TROY signal inh 1, TWEAK Fn14 block 16, NR5A2 inv ag -15, SRC1 inh 5, CF NFkB block -1, LMP1 NFkB inh 0 and SRC3 inh 6.
`O=C(CN(Cc1ccco1)C(=O)CNS(=O)(=O)c1ccc(Cl)cc1)NC1CCCCC1` gave KKLEB cytotox -1, SRC2 inh 5, NR2F2 inh 5, TRAIL sens C8 -24, TROY signal inh 10, TWEAK Fn14 block -5, NR5A2 inv ag 15, SRC1 inh 3, CF NFkB block 13, LMP1 NFkB inh -7 and SRC3 inh -21.
Cc1sc2nc(CSCC(=O)Nc3ccc(Cl)cc3F)[nH]c(=O)c2c1C was read as KKLEB cytotox 11, SRC2 inh -11, NR2F2 inh 6, TRAIL sens C8 -18, TROY signal inh 7, TWEAK Fn14 block -2, NR5A2 inv ag -10, SRC1 inh 3, CF NFkB block -12, LMP1 NFkB inh 3 and SRC3 inh 1.
For O=C(NCCc1ccccc1)C(=O)NCC1OCCCN1S(=O)(=O)c1cccs1 (centres undefined) the results were KKLEB cytotox -6, SRC2 inh -41, NR2F2 inh 6, TRAIL sens C8 -15, TROY signal inh 1, TWEAK Fn14 block -8, NR5A2 inv ag -9, SRC1 inh -9, CF NFkB block -10, LMP1 NFkB inh -10 and SRC3 inh 6.
c1ccc(-c2csc(N3CCSCC3)n2)cc1 was read as KKLEB cytotox -6, SRC2 inh -20, NR2F2 inh -25, TRAIL sens C8 2, TROY signal inh -80, TWEAK Fn14 block -15, NR5A2 inv ag -26, SRC1 inh -30, CF NFkB block 8, LMP1 NFkB inh -44 and SRC3 inh -24.
For CCOCCCn1c(=NC(C)=O)c(C#N)cc2c(=O)n3cccc(C)c3nc21 the results were KKLEB cytotox -10, SRC2 inh -31, NR2F2 inh -1, TRAIL sens C8 16, TROY signal inh 6, TWEAK Fn14 block 6, NR5A2 inv ag 1, SRC1 inh -12, CF NFkB block -27, LMP1 NFkB inh -9 and SRC3 inh 15.
For Cc1ccc(-c2nn[nH]n2)cc1 the results were KKLEB cytotox 8, SRC2 inh 10, NR2F2 inh 9, TRAIL sens C8 19, TROY signal inh -17, TWEAK Fn14 block -6, NR5A2 inv ag 7, SRC1 inh -16, CF NFkB block 3, LMP1 NFkB inh -3 and SRC3 inh -36.
For Cc1cc(C)n(CCNC(=O)c2cc(COc3ccc(F)cc3Cl)on2)n1 the results were KKLEB cytotox -3, SRC2 inh 4, NR2F2 inh -15, TRAIL sens C8 -1, TROY signal inh 16, TWEAK Fn14 block 6, NR5A2 inv ag 7, SRC1 inh -10, CF NFkB block -7, LMP1 NFkB inh 5 and SRC3 inh 8.
Cc1ccc(F)cc1NC(=O)N1CCN(c2ccnc3cc(Cl)ccc23)CC1 was read as KKLEB cytotox -2, SRC2 inh 9, NR2F2 inh 12, TRAIL sens C8 -17, TROY signal inh 20, TWEAK Fn14 block -10, NR5A2 inv ag 8, SRC1 inh -2, CF NFkB block 25, LMP1 NFkB inh 27 and SRC3 inh 6.
COc1ccc(CCNC(=O)C(=O)NCC2OCCN2S(=O)(=O)c2ccc(OC)c(OC)c2)cc1OC (centres undefined) was read as KKLEB cytotox -14, SRC2 inh 9, NR2F2 inh 19, TRAIL sens C8 -14, TROY signal inh 9, TWEAK Fn14 block 9, NR5A2 inv ag 17, SRC1 inh 6, CF NFkB block 20, LMP1 NFkB inh 5 and SRC3 inh -2.
`CC(C)Cn1cnc2c(SCc3ccccc3F)nc(N)nc21` gave KKLEB cytotox -11, SRC2 inh -20, NR2F2 inh -40, TRAIL sens C8 29, TROY signal inh -41, TWEAK Fn14 block -17, NR5A2 inv ag -112, SRC1 inh -57, CF NFkB block -13, LMP1 NFkB inh -11 and SRC3 inh -66.
Screening Cc1ccccc1NC(=O)Nc1nc(C(N)Cc2ccccc2)cs1 (centres undefined) returned KKLEB cytotox -11, SRC2 inh -3, NR2F2 inh 0, TRAIL sens C8 12, TROY signal inh 17, TWEAK Fn14 block -10, NR5A2 inv ag -24, SRC1 inh -6, CF NFkB block 8 and SRC3 inh -4.
For CCOc1ccc(NC(=O)CN2CCN(CC(=O)Nc3ccccc3OC)CC2)cc1 the results were KKLEB cytotox 0, SRC2 inh -2, NR2F2 inh 19, TRAIL sens C8 -6, TROY signal inh -7, TWEAK Fn14 block 2, NR5A2 inv ag 19, SRC1 inh -10, CF NFkB block -2, LMP1 NFkB inh 11 and SRC3 inh 7.
`COc1ccc(N2C3=C(C(=O)CC(C)(C)C3)C(c3cnn(C)c3)C3=C2CC(C)(C)CC3=O)cc1` gave KKLEB cytotox 5, SRC2 inh -6, NR2F2 inh 3, TRAIL sens C8 -5, TROY signal inh 3, TWEAK Fn14 block -23, NR5A2 inv ag -4, SRC1 inh -56, CF NFkB block 5, LMP1 NFkB inh 2 and SRC3 inh 13.
Cc1noc(C)c1CSc1nnc2scc(-c3ccccc3)n12 was read as KKLEB cytotox 3, SRC2 inh -1, NR2F2 inh 6, TRAIL sens C8 -7, TROY signal inh 7, TWEAK Fn14 block -5, NR5A2 inv ag 0, SRC1 inh -11, CF NFkB block 0, LMP1 NFkB inh 0 and SRC3 inh 4.
Screening O=C(NCc1ccc(F)cc1)c1ccc(NC(=O)C2CCCO2)cc1 (centres undefined) returned KKLEB cytotox -16, SRC2 inh 3, NR2F2 inh 2, TRAIL sens C8 -8, TROY signal inh 0, TWEAK Fn14 block 11, NR5A2 inv ag 1, SRC1 inh -20, CF NFkB block -12, LMP1 NFkB inh 4 and SRC3 inh -16.
COc1ccc(C=NCC2COc3ccccc3O2)cc1OC (centres undefined) was read as KKLEB cytotox -4, SRC2 inh 3, NR2F2 inh -33, TRAIL sens C8 -6, TROY signal inh 0, TWEAK Fn14 block -7, NR5A2 inv ag 12, SRC1 inh -5, CF NFkB block -2, LMP1 NFkB inh 13 and SRC3 inh -3.
Screening COc1ccc(/C=N/NC(=O)Cc2cc(OC)c(OC)cc2[N+](=O)[O-])cc1 returned KKLEB cytotox 3, SRC2 inh -4, NR2F2 inh 9, TRAIL sens C8 13, TROY signal inh -1, TWEAK Fn14 block -14, NR5A2 inv ag 6, SRC1 inh -21, CF NFkB block -6, LMP1 NFkB inh -10 and SRC3 inh 8.
For CCOC(=O)CC1(C)OCC(C[N+]2(C)CCCCC2)O1 (centres undefined) the results were KKLEB cytotox 22, SRC2 inh 4, NR2F2 inh 10, TRAIL sens C8 -4, TROY signal inh -10, TWEAK Fn14 block -1, NR5A2 inv ag 12, SRC1 inh -73, CF NFkB block -6, LMP1 NFkB inh -6 and SRC3 inh 6.
`C=CCNC(=S)NNC(=O)CCC(O)CCCCC` (centres undefined) gave KKLEB cytotox 6, SRC2 inh 3, NR2F2 inh 2, TRAIL sens C8 -9, TROY signal inh -25, TWEAK Fn14 block -33, NR5A2 inv ag 4, SRC1 inh -9, CF NFkB block -17, LMP1 NFkB inh 3 and SRC3 inh 24.

4 compounds already listed, ordered by formula weight, rising.
Screening CC(C)(C)NC(=O)CSC(=Nc1ccccc1F)NC#N returned KKLEB cytotox 20, SRC2 inh -48, NR2F2 inh -5, TRAIL sens C8 -12, TROY signal inh -11, TWEAK Fn14 block -2, NR5A2 inv ag -47, SRC1 inh -36, CF NFkB block -4, LMP1 NFkB inh -8 and SRC3 inh -47.
COc1ccc(C=NCC2COc3ccccc3O2)cc1OC (centres undefined) was read as KKLEB cytotox -4, SRC2 inh 3, NR2F2 inh -33, TRAIL sens C8 -6, TROY signal inh 0, TWEAK Fn14 block -7, NR5A2 inv ag 12, SRC1 inh -5, CF NFkB block -2, LMP1 NFkB inh 13 and SRC3 inh -3.
Screening Cc1ccccc1NC(=O)Nc1nc(C(N)Cc2ccccc2)cs1 (centres undefined) returned KKLEB cytotox -11, SRC2 inh -3, NR2F2 inh 0, TRAIL sens C8 12, TROY signal inh 17, TWEAK Fn14 block -10, NR5A2 inv ag -24, SRC1 inh -6, CF NFkB block 8 and SRC3 inh -4.
For Cc1cc(C)n(CCNC(=O)c2cc(COc3ccc(F)cc3Cl)on2)n1 the results were KKLEB cytotox -3, SRC2 inh 4, NR2F2 inh -15, TRAIL sens C8 -1, TROY signal inh 16, TWEAK Fn14 block 6, NR5A2 inv ag 7, SRC1 inh -10, CF NFkB block -7, LMP1 NFkB inh 5 and SRC3 inh 8.

Next part.
CCCCC(=O)Nc1cc(Cl)ccc1C(=O)O was read as KKLEB cytotox -1, SRC2 inh 4, NR2F2 inh 10, TRAIL sens C8 2, TROY signal inh 22, TWEAK Fn14 block 11, NR5A2 inv ag 8, SRC1 inh 6, CF NFkB block 17, LMP1 NFkB inh -6 and SRC3 inh 16.
Screening O=C1CS(=O)(=O)N(Cc2cccc(F)c2)c2ccc(Br)cc21 returned KKLEB cytotox 14, SRC2 inh 4, NR2F2 inh 2, TRAIL sens C8 5, TROY signal inh 24, TWEAK Fn14 block 15, NR5A2 inv ag -5, SRC1 inh -11, CF NFkB block 4, LMP1 NFkB inh 5 and SRC3 inh 17.
CCn1cc(C(=O)N[C@@H](CCSC)C(=O)NCCCn2ccnc2)c(=O)c2cc3c(cc21)OCO3 was read as KKLEB cytotox 0, SRC2 inh 12, NR2F2 inh 5, TRAIL sens C8 -8, TROY signal inh 5, TWEAK Fn14 block 2, NR5A2 inv ag -25, SRC1 inh -95, CF NFkB block 2, LMP1 NFkB inh 4 and SRC3 inh 3.
`CNNC(=S)Nc1cccc(C(F)(F)F)c1` gave KKLEB cytotox 0, SRC2 inh 9, NR2F2 inh -6, TRAIL sens C8 2, TROY signal inh -16, TWEAK Fn14 block 6, NR5A2 inv ag 22, SRC1 inh -9, CF NFkB block -21 and SRC3 inh 8.
